D1 antag: human D1 dopamine receptor antagonism; HEK293 TREx D1 cells, calcium flux, dopamine EC80; stronger effect = lower value; activity change, negative = inhibition, % at 10 µM; P21728; 360,000 tested, 3.2% active; in the data active means activity change below about -30%; further: on the % scale 0 is the no-effect control and ±100 the full control effect
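Tetracycline-induced HEK293 T-REx cells with force-coupled D1 receptor were loaded with a no-wash calcium dye. Compound was added after a 10 s baseline and read kinetically for 180 s; EC80 dopamine was then added and calcium flux followed another 180 s.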
D1 potentiator: human D1 dopamine receptor positive modulation; P21728; HEK293 TREx D1 cells, calcium flux, dopamine EC20 potentiation; potentiation, % at 10 µM; 360,000 tested, 0.036% active; AID 504651; in the data active means potentiation above about 30%; further: 0% is about no effect
D1 agonist: activates the human D1 dopamine receptor; activation, % at 2 µM; 360,000 tested, 1% active; HEK293 T-REx D1 cells, calcium flux, agonist mode; P21728; further: 0% is about no effect
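Tetracycline-induced HEK293 TREx D1 cells, force-coupled to calcium signalling, were dye-loaded with a no-wash calcium kit. Compound was pin-added after a 10 s baseline. Fluorescence was read kinetically at 1 cycle/s for 180 s, with calcium rises flagged as agonism.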
D2 potentiator: D2 dopamine receptor (human) potentiation. P14416. HEK293 T-REx D2, calcium flux, EC20 dopamine potentiation. potentiation, % at 10 µM. 340,000 tested, 0.34% active. AID 485347;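 active means potentiation over 3 SD above the plate norm, cut at about 30% in these data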; further: 0% is about no effect
Target sequence (P14416 whole entry, looked up): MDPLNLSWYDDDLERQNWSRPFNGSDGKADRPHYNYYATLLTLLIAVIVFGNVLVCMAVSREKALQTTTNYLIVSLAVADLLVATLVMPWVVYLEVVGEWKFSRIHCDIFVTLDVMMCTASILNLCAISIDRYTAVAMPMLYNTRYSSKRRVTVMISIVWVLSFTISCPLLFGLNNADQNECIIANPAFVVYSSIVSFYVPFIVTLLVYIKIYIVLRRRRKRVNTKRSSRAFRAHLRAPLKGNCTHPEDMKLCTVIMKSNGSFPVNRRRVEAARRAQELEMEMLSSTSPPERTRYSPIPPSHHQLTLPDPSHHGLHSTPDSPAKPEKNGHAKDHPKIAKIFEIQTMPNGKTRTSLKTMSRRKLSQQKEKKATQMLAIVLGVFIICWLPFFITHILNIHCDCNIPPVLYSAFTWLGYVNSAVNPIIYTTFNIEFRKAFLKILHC
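Cells plated with tetracycline inducer and held overnight at 30 C; calcium dye loaded 30–90 min at room temperature; baseline taken, compound added and read 180 s; EC20 dopamine then added and read 180 s.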
D2 antagonist: antagonists of human D2 dopamine receptor | P14416 | HEK293 TREx D2 cells, calcium flux, dopamine EC80 | inhibition, % at 10 µM | 340,000 tested, 2% active; in the data active means inhibition above about 30%; further: 0% is about no effect
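HEK293 T-REx D2 cells, tet-induced, calcium dye no-wash. Cpd pintool add, 180 s kinetic, then EC80 DA, 180 s kinetic. Ca flux read.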
D2 agonist: agonists of human D2 dopamine receptor | P14416 | HEK293 T-REx D2 cells, calcium flux agonist mode | activation, % at 2 µM | 340,000 tested, 0.53% active | AID 485358;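 active means activation over 3 SD above normal in the single-dose calcium agonist read, cut at about 30% in these data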; further: 0% is about no effect
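Calcium-flux readout, 1 cycle/sec over 180 s following compound pin transfer, in inducible HEK293 Trex D2 cells (force-coupled); dopamine controls included. Positive calcium responses during this window marked compounds as potential agonists.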
TRHR PAM: allosteric enhancers of human TRH receptor; P34981; TRHR cells, fluo-8 calcium fluorescence, EC20 TRH enhancement; enhancement, % at 2 µM; 360,000 tested, 0.66% active; AID 493056; in the data active means enhancement above about 30%; further: 0% is about no effect
Target sequence (P34981 whole entry, looked up): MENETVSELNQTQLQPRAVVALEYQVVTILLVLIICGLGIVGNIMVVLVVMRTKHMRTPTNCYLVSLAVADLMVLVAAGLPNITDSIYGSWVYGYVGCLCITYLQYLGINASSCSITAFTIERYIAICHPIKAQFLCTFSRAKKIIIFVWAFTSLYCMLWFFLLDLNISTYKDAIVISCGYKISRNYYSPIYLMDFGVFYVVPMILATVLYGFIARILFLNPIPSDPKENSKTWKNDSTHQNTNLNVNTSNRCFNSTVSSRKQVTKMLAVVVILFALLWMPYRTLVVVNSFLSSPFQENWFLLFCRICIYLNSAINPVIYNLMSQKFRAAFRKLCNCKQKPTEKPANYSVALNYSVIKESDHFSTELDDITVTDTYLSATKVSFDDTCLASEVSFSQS
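Enhancer read-out: after compound pinning and an initial kinetic agonist-mode read, an EC20 of TRH (10 nM final) was injected and fluo-8 calcium signal (Ex 480/Em 530) followed at 1 s/cycle for 100 cycles in TRHR-expressing cells.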
TRHR ag: activates the human TRH receptor. activation, % at 2 µM. 360,000 tested, 0.18% active. P34981. TRHR cells, calcium flux fluo-8, FDSS agonist mode; further: 0% is about no effect
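Agonist-mode FDSS calcium read (Ex 480/Em 530, 1 s cycles) in 1536-well TRHR cells with fluo-8 dye, after 10-cycle baseline and 23 nL compound addition; TRH at EC20 (10 nM final) added afterwards for the enhancer phase.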
RXFP1 antag: antagonists of human relaxin receptor RXFP1; HEK293-RXFP1, relaxin-stimulated cAMP HTRF, 30 min; stronger effect = lower value; activity change, negative = inhibition, % at 57.5 µM; 350,000 tested, 0.59% active; AID 1259400;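 active means activity change of -60% or lower, but not beyond a set lower limit; inconclusive means change between -60% and -40%, or beyond the set limit; inactive means change above -40%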; further: on the % scale 0 is the no-effect control and ±100 the full control effect
* = called active by the depositor; ? = inconclusive; . = not tested or not shown. Unless noted, no stated cut-off is given here; in the data, active means activation above about 30%; inactive means the rest.

SMILES | D1 antag | D1 potentiator | D1 agonist | D2 potentiator | D2 antagonist | D2 agonist | TRHR PAM | TRHR ag | RXFP1 antag
c1ccc(C2CC(c3ccccc3)n3c(nc4ccccc43)N2)cc1 (stereo not drawn) | -8 | 6 | 1 | 9 | -2 | 0.0 | -3 | 0.5 | -4
Nc1ccccc1-c1nc2ccccc2[nH]c1=O | -7 | 9 | 4 | -4 | 7 | 0.5 | 12 | 0.5 | 3
COCc1cc(CN(C)C(=O)c2oc3c(F)cccc3c2C)[nH]n1 | -5 | 1 | 1 | 8 | 6 | 0.1 | -4 | 0.1 | -2
COc1ccc(OCC(O)CNC(C)c2ccccc2)cc1 (stereo not drawn) | -4 | 1 | 18 | 6 | -10 | 1.7 | 7 | 1.7 | 7
Cc1ccc(NC(=O)COC(=O)C2=NN(c3ccccc3)C(=O)CC2)c(Br)c1 | -18 | -13 | 0 | 4 | -5 | 1.3 | -5 | -0.3 | 4
COc1cc(C(CCN2CCCC2)c2c(OC)cc(OC)c3ccc(=O)oc23)cc(OC)c1OC (stereo not drawn) | 1 | -3 | 1 | -1 | 33* | 0.4 | -1 | 0.0 | .
CC(=O)c1cc(-c2ccc(F)cc2)n(CC(=O)NC2CCC(C)CC2)c1C (stereo not drawn) | 6 | 2 | 0 | 12 | . | 0.5 | 9 | -0.6 | -21
COc1cc(-c2nc(S(=O)(=O)c3ccc(Cl)cc3)c(N(C)C)o2)cc(OC)c1OC | 21 | -4 | -3 | 13 | 0 | 0.7 | 3 | -0.3 | -7
CSc1cccc(NC(=O)CC(C)n2ccnc2)c1 (stereo not drawn) | 1 | 3 | 1 | -7 | 27 | 0.0 | 4 | -0.9 | 1
CCCCOc1ccc(-c2nnn(CC(=O)c3c[nH]c4ccccc34)n2)cc1 | -10 | -8 | 3 | -3 | 10 | 56* | -8 | 3.0 | -12
CCCCn1c(SCC(=O)NCc2ccco2)nc2cc(S(N)(=O)=O)ccc21 | -1 | -8 | 4 | 1 | -1 | -1.4 | 3 | -0.5 | -8
CCCCn1c(SCC(=O)N2CCOCC2)nc2ccccc2c1=O | 5 | 7 | 4 | 7 | 2 | -0.7 | 3 | -0.5 | -1
COc1ccccc1OCC(=O)Nc1ccc(Cl)cc1 | 0 | -3 | 0 | . | . | . | -3 | 0.1 | 4
CCCOc1ccc(C(=O)CCC(=O)Nc2ccc(N3CCN(C)CC3)cc2)cc1 | -79* | -20 | 5 | 1 | 19 | 0.6 | 2 | -0.2 | -12
Cc1ccc(Cn2ncc3c(N4CCN(C5CCCC5)CC4)ncnc32)cc1 | -15 | -3 | 1 | -1 | -4 | 0.2 | 2 | 2.3 | 3
CC(CNC(=O)COc1ccccc1)OC(=O)Nc1cccc(Cl)c1 (stereo not drawn) | -3 | -6 | 15 | 11 | -10 | -1.1 | 6 | -1.6 | 3
CCn1c(=O)cc(OCC(=O)NCc2ccco2)c2ccccc21 | -19 | -9 | 3 | 2 | -8 | -0.7 | -12 | 0.0 | -13
Cc1ccccc1/C(N)=N/OC(=O)/C=C/c1ccccc1 | 9 | 2 | 2 | 0 | 7 | 0.1 | 4 | 0.5 | -2
Cc1cc(C)cc(N(CC(=O)Nc2cccc(C)n2)S(=O)(=O)c2c(C)noc2C)c1 | 6 | 7 | 4 | . | . | . | -11 | -0.2 | .
O=C(NC1CC2CCC1C2)c1ccc(CN2CCOCC2)cc1 (stereo not drawn) | 8 | 1 | 1 | . | 17 | 0.8 | -8 | -1.7 | 1
O=C(Nc1ccc(Cl)cc1)[C@@H]1[C@@H]2C(=O)N(c3ccc(Cl)cc3Cl)C(=O)[C@@H]2[C@H]2C=CC=NN21 | . | -1 | 0 | 10 | 3 | -0.6 | 6 | -0.4 | .
COC(=O)C1=C2SC(C)C(=O)N2C(N)=C(C#N)C1c1cc(OC)c(OC)c(OC)c1 (stereo not drawn) | -11 | -2 | 4 | -2 | -1 | 0.6 | 7 | 0.3 | 6
O=C(CS(=O)(=O)Cc1ccccc1)NCC1CCCO1 (stereo not drawn) | 8 | -2 | 2 | 6 | 19 | 0.7 | -1 | 1.3 | -9
Cc1nn(-c2ccccc2)c(OC(=O)c2ccc(Br)cc2)c1S(=O)(=O)c1ccccc1 | 0 | -2 | 3 | 12 | . | . | 6 | -1.4 | .
Cc1ccccc1C(=O)Nc1nnc(S(=O)(=O)N(C)Cc2ccccc2)s1 | -26 | -3 | 6 | -7 | . | 0.8 | -2 | 0.1 | 2

No new results follow: entries from further up.
SMILES | D1 antag | D1 potentiator | D1 agonist | D2 potentiator | D2 antagonist | D2 agonist | TRHR PAM | TRHR ag | RXFP1 antag
COc1ccc(OCC(O)CNC(C)c2ccccc2)cc1 (stereo not drawn) | -4 | 1 | 18 | 6 | -10 | 1.7 | 7 | 1.7 | 7
Cc1ccc(NC(=O)COC(=O)C2=NN(c3ccccc3)C(=O)CC2)c(Br)c1 | -18 | -13 | 0 | 4 | -5 | 1.3 | -5 | -0.3 | 4

Back to the main list with the four entries that preceded the break.
SMILES | D1 antag | D1 potentiator | D1 agonist | D2 potentiator | D2 antagonist | D2 agonist | TRHR PAM | TRHR ag | RXFP1 antag
COC(=O)C1=C2SC(C)C(=O)N2C(N)=C(C#N)C1c1cc(OC)c(OC)c(OC)c1 (stereo not drawn) | -11 | -2 | 4 | -2 | -1 | 0.6 | 7 | 0.3 | 6
O=C(CS(=O)(=O)Cc1ccccc1)NCC1CCCO1 (stereo not drawn) | 8 | -2 | 2 | 6 | 19 | 0.7 | -1 | 1.3 | -9
Cc1nn(-c2ccccc2)c(OC(=O)c2ccc(Br)cc2)c1S(=O)(=O)c1ccccc1 | 0 | -2 | 3 | 12 | . | . | 6 | -1.4 | .
Cc1ccccc1C(=O)Nc1nnc(S(=O)(=O)N(C)Cc2ccccc2)s1 | -26 | -3 | 6 | -7 | . | 0.8 | -2 | 0.1 | 2
CNC(=S)N/N=C/c1ccc(-c2ccc(C(=O)O)cc2)o1 | -15 | 0 | 1 | -2 | -16 | 0.3 | -6 | -0.3 | 8
CCOc1cccc(C(=O)Nc2cccc(-c3nnc(-c4ccc(C)cc4)o3)c2)c1 | 21 | 0 | -3 | 18 | 1 | 0.1 | -1 | 2.1 | -1
O=C(CNS(=O)(=O)c1cccc2nsnc12)NCc1ccc(Cl)cc1 | -18 | -8 | 1 | -10 | 21 | 0.1 | 2 | 0.0 | 9
CCOc1cc(N2CCOCC2)c(OCC)cc1NC(=O)CC12CC3CC(CC(C3)C1)C2 | 15 | 9 | 1 | -1 | 11 | 0.0 | 18 | -0.8 | -18
O=C(CNC(=O)c1cccs1)c1ccc(Cl)cc1 | -15 | -3 | 6 | 3 | 8 | 0.0 | 11 | -0.3 | -9
Cc1cccc(NC(=O)Cc2cccs2)n1 | -8 | -2 | 1 | 0 | 0 | 0.4 | -11 | -0.3 | 13
Cc1cccc(OCC(=O)Nc2nnc(S(=O)(=O)N3CCC(C)CC3)s2)c1 | -11 | 0 | 3 | -8 | 5 | 0.2 | -1 | 0.2 | 0
O=C(NC(=S)Nc1ccccc1)c1csnn1 | 4 | 2 | 2 | -4 | -7 | -0.9 | 5 | -0.4 | 22
Cc1c(C#N)c(O)[nH]c(=O)c1N=Nc1ccc(Br)cc1C(=O)O | -5 | 0 | 3 | 6 | -16 | -0.6 | 4 | 1.3 | -8
CC(C)OC(=O)c1cn(-c2ccccc2)nc1-c1ccco1 | -10 | -3 | 3 | 1 | -13 | -0.3 | -3 | -0.2 | ?
COc1ccc(-c2[nH]nc3oc(=O)cc(C)c23)cc1 | 2 | -5 | 0 | 28 | 33* | 0.1 | -4 | 0.3 | 0
CCOC(=O)c1c(C)[nH]c(C)c1S(=O)(=O)NC(CC)CN1CCOCC1 (stereo not drawn) | 5 | -2 | 2 | . | . | . | -2 | -0.3 | 4
O=C1c2cccc3cccc(c23)C(=O)N1c1nccs1 | 4 | 1 | -1 | -1 | -10 | 0.0 | 1 | 0.2 | 0
CCc1nn(CC(=O)NCCCN2CCOCC2)c(=O)c2cc3sccc3n12 | -4 | -4 | 1 | -9 | 8 | -0.2 | 6 | -0.1 | -8
CCc1nccn1S(=O)(=O)c1ccc2ccc(C)cc2c1 | 5 | 1 | 1 | 13 | 1 | 0.9 | 13 | 0.6 | 6
COc1cc(-c2noc(C3CC(=O)N(c4cc(C)ccc4C)C3)n2)cc(OC)c1OC (stereo not drawn) | -15 | -5 | 1 | -1 | . | -0.2 | 7 | -0.3 | 0
Cc1cc(C)c(NC(=O)Cn2c(=O)n(CC(=O)NCCc3ccccc3)c(=O)c3ccccc32)c(C)c1 | -5 | -1 | 8 | -2 | . | 1.8 | -6 | 3.2 | .
O=C(Cc1cccc2ccccc12)Nc1ccccc1Br | 11 | -1 | 1 | 18 | -9 | -0.3 | -2 | 0.4 | -7
O=C(Nc1nnc(C2=COCCO2)o1)c1cccc(C(F)(F)F)c1 | 4 | -1 | 1 | 21 | 20 | -0.3 | -1 | -0.2 | -17
O=[N+]([O-])c1cccc(N=NN(CCO)c2cccc([N+](=O)[O-])c2)c1 | -10 | -10 | 0 | 7 | 13 | 0.6 | -1 | -0.1 | 17
O=c1[nH]c2cc3ccccc3cc2nc1C(F)(F)F | -2 | 9 | 17 | -3 | 8 | 4.5 | -4 | 29 | 2
CCOc1cccc2cc(-c3csc(NC(=O)CCC(=O)NCCN4CCCCC4C)n3)c(=O)oc12 (stereo not drawn) | 7 | -6 | 1 | -5 | 15 | 10 | -1 | 0.6 | -1
COCCNC(=O)C1CC2Cn3c(nc4cc5ccccc5cc43)C2N1C (stereo not drawn) | 20 | 5 | 1 | 1 | -8 | -0.4 | -5 | -0.7 | .
O=C(NCCNc1ccc([N+](=O)[O-])cc1C(F)(F)F)c1cccc(F)c1 | -10 | -3 | 3 | 11 | -5 | -0.3 | -1 | -0.9 | -10
COc1cccc(NC(=O)CSc2nnc3scc(-c4ccc(Cl)cc4)n23)c1 | -1 | 0 | 2 | -30 | . | . | -5 | 0.0 | 2

Other structures:
SMILES | D1 antag | D1 potentiator | D1 agonist | D2 potentiator | D2 antagonist | D2 agonist | TRHR PAM | TRHR ag | RXFP1 antag
Fc1ccc(N2CCN(c3nc4ccccc4c4nc(-c5ccccc5)nn34)CC2)cc1 | 7 | 0 | 1 | -4 | . | 0.5 | 6 | 0.0 | .
N/C(=N\c1nc(CSc2nnnn2-c2ccccc2)cc(=O)[nH]1)Nc1ccccc1 | 6 | 0 | 4 | -1 | 10 | 1.0 | -2 | 0.5 | .
OC(CN1CC=C(/C=C/c2ccc(Br)cc2)CC1)c1ccccc1 (stereo not drawn) | -2 | -3 | 18 | . | . | . | -1 | 0.7 | 5
CCOC(=O)[C@@H]1[C@H]2COc3cc(OC)ccc3[C@H]2N2C(=O)N(c3cccc(Cl)c3)C(=O)[C@@]12C | -12 | -1 | 6 | -5 | -15 | 0.2 | -4 | 1.8 | .
Cc1ccc(-c2nn(CC(N)=O)c(=O)c3ccccc23)cc1S(=O)(=O)N(C)C | . | 0 | 2 | -6 | -5 | -1.1 | 2 | -0.1 | 3
CCCn1cc(S(=O)(=O)c2ccccc2)c(=O)c2cc(F)c(N3CCCC(C)C3)cc21 (stereo not drawn) | 4 | 7 | 1 | 4 | . | -1.4 | 5 | -0.7 | -34

Screening data: PubChem BioAssay, National Center for Advancing Translational Sciences (NCATS)
